Compound activity (PubChem)
MITF inh – human MITF inhibition, primary screen; O75030; AlphaScreen MITF homodimerization, bead proximity signal; inhibition, % at 2.6 µM; 0.91% of 650,000 active; in the data active = inhibition above about 50%;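 note: 0% = vehicle wells with protein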
Target sequence (O75030 whole entry, looked up): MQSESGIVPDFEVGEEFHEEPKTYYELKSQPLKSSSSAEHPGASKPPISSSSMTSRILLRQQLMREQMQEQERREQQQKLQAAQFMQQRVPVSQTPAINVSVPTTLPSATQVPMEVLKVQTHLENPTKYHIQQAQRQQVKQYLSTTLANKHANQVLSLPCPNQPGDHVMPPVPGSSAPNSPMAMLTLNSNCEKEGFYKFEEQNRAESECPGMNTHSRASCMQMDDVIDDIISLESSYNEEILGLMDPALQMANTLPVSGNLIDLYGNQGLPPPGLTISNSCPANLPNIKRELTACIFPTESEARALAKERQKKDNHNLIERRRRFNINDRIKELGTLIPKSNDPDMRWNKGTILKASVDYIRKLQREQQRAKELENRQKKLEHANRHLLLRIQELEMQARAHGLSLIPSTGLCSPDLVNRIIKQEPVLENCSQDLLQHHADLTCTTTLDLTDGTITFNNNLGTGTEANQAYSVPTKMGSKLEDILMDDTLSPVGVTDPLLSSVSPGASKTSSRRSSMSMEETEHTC
TEAD-YAP inh – TEAD-YAP interaction inhibition; HEK-TIYL cells, TEAD-Gal4/YAP UAS-luciferase luminescence; inhibition, % at 9.12 µM; 1.4% of 640,000 active; in the data active = inhibition above about 32%;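 note: 0% = median of test compound wells and 100% = reference inhibitor wells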
GPR151 ag – human GPR151 activation. Q8TDV0. PathHunter beta-arrestin GPR151 cells, luminescence. activation, % at 11.2 µM. 1% of 650,000 active; in the data active = activation above about 4.9%;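 note: 0% = median of compound wells and 100% = cells with positive control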
Target sequence (Q8TDV0 whole entry, looked up): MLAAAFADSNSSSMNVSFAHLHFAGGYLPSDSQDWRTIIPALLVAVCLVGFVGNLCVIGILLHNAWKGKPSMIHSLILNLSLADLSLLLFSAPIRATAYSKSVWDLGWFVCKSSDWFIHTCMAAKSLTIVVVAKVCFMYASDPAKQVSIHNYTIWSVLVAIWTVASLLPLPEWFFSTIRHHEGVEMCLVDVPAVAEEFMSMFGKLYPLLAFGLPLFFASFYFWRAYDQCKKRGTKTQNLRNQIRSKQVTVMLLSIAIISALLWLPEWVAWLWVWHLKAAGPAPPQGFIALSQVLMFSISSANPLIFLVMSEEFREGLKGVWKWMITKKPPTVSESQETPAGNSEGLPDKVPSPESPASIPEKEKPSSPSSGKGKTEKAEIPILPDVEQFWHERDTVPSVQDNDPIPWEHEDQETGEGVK
FBW7 activator – activators of human E3 ligase FBW7. normalized activity (activation), % at 26.1 µM. AID 1259310. AlphaScreen FBW7–phospho-cyclin E peptide binding, activator screen. 0.13% of 650,000 active. Q969H0; in the data active = normalized activity above about 1.9%;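 note: purified mutant Fbw7 with reduced substrate affinity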
* = called active by the depositor; & = joins results of further samples.

(1) COc1ccc(-n2sc3c(c2=S)-c2ccccc2NC3(C)C)cc1OC
(2) CCOC(=O)N1CCN(C(=O)CCN2C(=O)COc3ccc(C)cc32)CC1
(3) CCc1c(-c2ccccc2)[n+](=O)c(-c2cc(OC)ccc2OC)c(C)n1[O-]
(4) Cc1cc(C)cc(NC(=O)CC2NCCNC2=O)c1 (stereo unspecified)
(5) CCOc1ccccc1/C=N\n1cnnc1
(6) Cc1c(C(=O)CSc2cccc(C(F)(F)F)c2)sc2ncnn12
(7) CC(=O)N1CCc2c(sc(NC(=O)c3ccc(Br)cc3)c2C#N)C1
(8) CCC(=O)NNC(=S)NC(=O)c1ccc([N+](=O)[O-])cc1
(9) CC(=O)NCCCc1nc2ccccc2n1Cc1ccc(C)cc1
(10) COc1cccc(CNC(=O)c2cnn(-c3ccccc3)c2-n2cccc2)c1
entry no.,1,2,3,4,5,6,7,8,9,10
MITF inh,20.1,-0.2,-8.4,14.8,-1.1,3.9,-1.8,-9.4,-10.9,11.0
TEAD-YAP inh,2.3,-1.2,5.9,2.5,-9.9,-5.4,41.3*,-13.7,-8.5,-4.6
GPR151 ag,-1.3,0.7,2.1,-0.4,-1.2,-1.3,2.6,-0.4,0.8,-0.3
FBW7 activator,1.2,-0.1,-0.1,0.8,-0.1,0.0,0.5,-0.4,-0.3,0.2

(11) COCCn1nnnc1CN1CCN(Cc2ccc3c(c2)OCO3)CC1
(12) COCCNS(=O)(=O)c1ccc(Oc2ccc(S(=O)(=O)NCCOC)cc2)cc1
(13) O=C(COc1ccccc1[N+](=O)[O-])N1CCc2ccccc21
(14) COc1cc(-c2nc3ccccc3c(=O)n2NC(=O)COc2cccc(C)c2)cc(OC)c1OC
(15) CCN1CCN(Cc2ccc(NC(=O)Nc3cc(F)ccc3F)cc2)CC1
(16) Cc1onc(-c2ccccc2Cl)c1-c1nc(-c2ccc(Br)cc2)no1
(17) Cc1ccc(-c2nnc(CCC(=O)NCCSc3nnc(C)s3)o2)s1
(18) CCOC(=O)c1ccc(NC(=O)CN2CCN(CC)C(=O)C2=O)cc1
(19) Cc1ccc(Cl)cc1N1CCN(C(=O)c2ccc3c(c2)[nH]c(=S)n2c4ccccc4nc32)CC1
(20) Cc1ccc(S(=O)(=O)Oc2ccc([N+](=O)[O-])cc2[N+](=O)[O-])cc1
entry no.,11,12,13,14,15,16,17,18,19,20
MITF inh,-5.8,9.0,17.1,3.6,0.0,4.3,-19.5,-1.0,4.3,6.6
TEAD-YAP inh,6.8,31.1,-15.6,-2.1,40.0*,2.1,7.1,17.4,1.5,-7.3
GPR151 ag,0.8,-0.3,1.7,-0.8,-0.6,1.7,-0.7,0.1,-1.0,-1.6
FBW7 activator,0.0,-0.1,0.1,0.1,-0.2,0.0,-0.1,-0.1,-0.1,-0.1

(21) O=C(CCCOc1ccc(Cl)cc1Cl)NCc1ccco1
(22) COc1ccc(CNC(=O)c2nn(C)c3c2COc2ccccc2-3)cc1
(23) O=C(Nc1ccc(Oc2ccccc2)cc1)c1coc(=O)c2ccccc12
(24) CCN1C(=O)CCN(C(C)=O)c2ccccc21
(25) Cc1cnc(NC(=O)CSc2nnnn2-c2ccccc2)s1
(26) O=C(NNC(=O)c1cccs1)NC12CC3CC(CC(C3)C1)C2
(27) COC(=O)c1cn[nH]c1NC(=S)Nc1ccc(Cl)c(Cl)c1
(28) O=C(c1ccc(N2CCCCC2)c([N+](=O)[O-])c1)N1CCOCC1
(29) COc1cccc(C(=O)NC(=S)Nc2ccc(C(C)=O)cc2)c1
(30) Cc1cc(Cl)c(S(=O)(=O)N2CCCC2)cc1OCC(=O)NC1CCCCC1
entry no.,21,22,23,24,25,26,27,28,29,30
MITF inh,-3.2,-0.8,20.7,-11.0,-16.4,7.4,16.1,2.0,6.8,-8.8
TEAD-YAP inh,4.1,-4.5,-22.4,-4.4,1.9,0.4,7.6,-10.3,-66.8,13.1
GPR151 ag,-0.9,1.5,0.5,1.7,3.9,-0.2,-0.5,0.1,-1.2,2.2&0.3
FBW7 activator,0.0,0.1,0.5,0.2,0.1,0.0,0.1,0.0,0.1,-0.1

(31) Cc1cc(=O)[nH]c(N/N=C/c2ccc(O)c(O)c2)n1
(32) COc1cc(C(=O)NCC2CCN(Cc3ccccc3)CC2)cc(OC)c1OC
(33) CCOC(=O)C1CCCN(C(=O)CNC(=O)c2nn(-c3ccc(OC)c(Cl)c3)c(=O)c3ccccc23)C1 (stereo unspecified)
(34) O=S(=O)(Nc1ccc2c(c1)oc1ccccc12)N1CCCCC1
(35) COc1ccc(-c2nnc3ccc(SCC(=O)N4CCCCC4)nn23)cc1
(36) CCN(CC)C(=O)COC(=O)Cn1nc(-c2ccccc2)oc1=O
(37) N#Cc1c(Nc2ccccc2)c(/C=N/O)c[nH]c1=O
(38) Cc1ccc(C(C)C)c(OCc2c(C)c(COc3cc(C)ccc3C(C)C)c(C)c(COc3cc(C)ccc3C(C)C)c2C)c1
(39) COc1ccc(S(=O)(=O)N(CCc2ccccc2)CC(=O)NCc2ccc(C)cc2)cc1
(40) COCCn1c(=S)[nH]c2cc(C(=O)N3CCc4ccccc4C3)ccc2c1=O
entry no.,31,32,33,34,35,36,37,38,39,40
MITF inh,24.4,2.5,10.9,-2.3,8.8,7.5,17.1,-0.1,-5.3,2.0
TEAD-YAP inh,12.5,-6.2,13.6,-24.4,1.8,0.1,2.8,-11.7,3.6,8.4
GPR151 ag,0.2,1.2,-0.2,4.4,-0.3,1.0,2.7,0.5,-1.0,-1.4
FBW7 activator,-0.4,0.1,0.2,-0.1,0.3,0.0,0.3,0.0,-0.1,0.2

Gathered by group: the entries above containing a thiophene ring, fused or not (3)
(7) CC(=O)N1CCc2c(sc(NC(=O)c3ccc(Br)cc3)c2C#N)C1
(17) Cc1ccc(-c2nnc(CCC(=O)NCCSc3nnc(C)s3)o2)s1
(26) O=C(NNC(=O)c1cccs1)NC12CC3CC(CC(C3)C1)C2
entry no.,7,17,26
MITF inh,-1.8,-19.5,7.4
TEAD-YAP inh,41.3*,7.1,0.4
GPR151 ag,2.6,-0.7,-0.2
FBW7 activator,0.5,-0.1,0.0

(cont.)
(41) O=C(C1CC12CCN(Cc1cn[nH]c1-c1ccccc1)CC2)N1CCc2ccccc2C1 (stereo unspecified)
(42) O=C(C1CCCCN1S(=O)(=O)c1ccccc1)N1CCCC(C(F)(F)F)C1 (stereo unspecified)
(43) COc1ccc(O)c(/C=N/NC(=O)c2ccc(NC(C)=O)cc2)c1
(44) Cn1c(=O)n(C)c2cc(N=Cc3cccc([N+](=O)[O-])c3)ccc21
(45) C/C(N)=C(/C#N)C(=O)COC(=O)C12CC3CC(C1)CC(c1ccccc1)(C3)C2
(46) CCOC(=O)c1ccc(N2C=C(C(=O)OC)C(c3cccc(O)c3)C(C(=O)OC)=C2)cc1
(47) Cc1ccc(-c2nc3cc(NC(=O)c4cc(Br)ccc4Cl)ccc3o2)cc1Br
(48) COC(=O)c1ccc2c(=O)n(CCc3ccc(S(N)(=O)=O)cc3)c(SCc3cccc(Cl)c3)nc2c1
(49) CCCN1CC=C2C(C#N)=C(N)C(C#N)(C#N)C(c3ccc(OC)c4ccccc34)C2C1 (stereo unspecified)
(50) COCCCNS(=O)(=O)c1ccc(OC)c(Cl)c1Cl
entry no.,41,42,43,44,45,46,47,48,49,50
MITF inh,-11.9,19.8,17.1,9.8,1.6,4.7,0.4,3.6,-5.7,1.5
TEAD-YAP inh,-1.3,2.1,2.6,7.4,8.6,11.9,7.5,5.2,-2.6,10.1
GPR151 ag,0.0,0.6,1.5,-0.9,-0.4,0.0,6.1*,1.0,0.0,-0.1
FBW7 activator,0.0,0.3,-0.1,0.2,0.6,0.6,-0.4,-0.1,-0.5,0.3

(51) COC(=O)CSc1nc2sc3c(c2c(=O)n1-c1ccc(OC)cc1)CCC3
(52) CCOCCOC(=O)C1=C(C)NC2=C(C(=O)CCC2)C1c1ccc(O)c(OCC)c1 (stereo unspecified)
(53) CCCn1c(C)c(C)n2c3c(=O)n(C)c(=O)n(C)c3nc12
(54) CC(NC(=O)c1ccco1)c1nnc2n1CCN(CCCc1ccccc1)CC2 (stereo unspecified)
(55) CCCCSc1nnc2c(n1)OC(c1cc(Br)c(O)c(OCC)c1)Nc1ccccc1-2 (stereo unspecified)
(56) NC(=O)c1cccc(-c2csc3ccccc23)c1
(57) C=CCN1C(=O)/C(=C/c2cc(Br)ccc2OS(C)(=O)=O)SC1=S
(58) Cc1cc(Cl)ccc1OCC(=O)N1CCN(c2ncccn2)CC1
(59) Cn1c(=O)c2[nH]c(CNCc3ccccc3Cl)nc2n(C)c1=O
(60) O=C1CCCC2=C1C(c1ccccc1OCc1ccccc1F)C1=C(CCCC1=O)N2
entry no.,51,52,53,54,55,56,57,58,59,60
MITF inh,-1.2,1.6,2.2,-1.8,-1.4,-4.4,22.3,8.1,16.4,-9.9
TEAD-YAP inh,-6.6,-5.7,11.3,-3.4,-33.0,-5.3,3.2,8.1,11.3,7.1
GPR151 ag,-0.8,-1.3,2.4,0.3,-1.3,-1.0,4.1,-0.5,-0.2,-0.5
FBW7 activator,0.1,-0.1,-0.3,-0.1,-0.2,0.1,-0.4,-0.2,0.5,0.2

Single values from the list:
Result for `CC(NC(=O)c1ccco1)c1nnc2n1CCN(CCCc1ccccc1)CC2` (stereo unspecified) under FBW7 activator: -0.1
Result for `C=CCN1C(=O)/C(=C/c2cc(Br)ccc2OS(C)(=O)=O)SC1=S` under TEAD-YAP inh: 3.2
Result for `CCCn1c(C)c(C)n2c3c(=O)n(C)c(=O)n(C)c3nc12` under MITF inh: 2.2

New compounds follow
(61) O=C1c2ccccc2-c2onc3c(N4CCOCC4)cc(NCCO)c1c23
(62) COc1ccc(-c2noc(CN(C(=O)c3cc(OC)c(OC)cc3OC)C(C)C)n2)cc1
(63) COc1ccc2c(C)cc(SCc3cn4ccsc4n3)nc2c1
(64) O=C(O)CN1C(=O)/C(=C2\SC(N3CCOCC3)=NC2=O)c2cc(Br)ccc21
(65) CC(C)n1cnc2c(NC3CC3)nc(Nc3nccc4ccccc34)nc21
(66) Nc1cc(-c2ccc3nc(C4COc5ccccc5C4)oc3c2)ccn1 (stereo unspecified)
(67) Cc1ccc2c(c1)c(=O)c1ccccc1n2CC(=O)NCc1ccco1
(68) Cc1c(C2=CC(c3ccc(Cl)cc3)n3nnnc3N2)oc2ccccc12 (stereo unspecified)
(69) O=C1/C(=C/c2ccc(-c3cc(Cl)ccc3Cl)o2)C=C(c2ccccc2)N1c1cccc(I)c1
(70) Cc1cccc(OCCOc2ccccc2C(N)=O)c1
entry no.,61,62,63,64,65,66,67,68,69,70
MITF inh,33.3,11.0,12.8,6.3,5.7,12.8,9.1,1.2,0.9,7.1
TEAD-YAP inh,14.8,-10.1,-14.9,9.8,13.6,-55.9,6.9,3.0,-8.5,-2.7
GPR151 ag,-2.1,-0.8,-1.2,-0.5,2.2,-1.7,-1.0,0.3,-0.8,-0.3
FBW7 activator,-0.6,0.7,-0.2,-0.1,-0.1,-0.1,0.7,0.0,0.0,0.2

Some of the entries above in another layout:
item	Compound	MITF inh	TEAD-YAP inh	GPR151 ag	FBW7 activator
64	O=C(O)CN1C(=O)/C(=C2\SC(N3CCOCC3)=NC2=O)c2cc(Br)ccc21	6.3	9.8	-0.5	-0.1
65	CC(C)n1cnc2c(NC3CC3)nc(Nc3nccc4ccccc34)nc21	5.7	13.6	2.2	-0.1

Additional records follow.
(71) COC(=O)c1cc(C(=O)Nc2nnc(CC(C)(C)C)s2)cc([N+](=O)[O-])c1
(72) COc1ccc(NC(=O)C2=C(C)Nc3ncnn3C2c2ccccc2Cl)cc1 (stereo unspecified)
(73) Cc1cc(/C=C(\C#N)C(N)=O)c(C)n1-c1ccccc1
(74) COc1cc(/C=C/C(=O)N(C)c2ccccc2C(=O)O)cc(OC)c1OC
(75) O=C(Nc1cccc(Br)c1)N1CCC(CN2CCCCC2)CC1
(76) Cc1cccc2c1[nH]c1nc(N/N=C\c3ccco3)nnc12
(77) CCOc1cc(C(=O)NCCCCc2ccccc2)cc(OCC)c1OCC
(78) CC(C)(C)c1ccc(O)c(/C=N/NC(=O)c2ccc3c(c2)OCCO3)c1
entry no.,71,72,73,74,75,76,77,78
MITF inh,16.5,-0.9,1.5,-6.2,4.1,11.7,16.7,29.1
TEAD-YAP inh,12.0,4.2,3.2,-16.7,-5.1,5.5,0.9,44.8*
GPR151 ag,0.5,-0.5,0.9,-0.8,0.0,2.2,2.2,-0.2
FBW7 activator,1.3,-0.1,-0.1,0.5,-0.2,-0.1,0.8,0.0
